# AddAB inh = less growth of phage-infected E. coli with AddAB | E. coli expressing H. pylori AddAB, absorbance growth | inhibition, % at 11.9 µM | actives 0.29% (n = 330,000) | AID 435030; in the data active = inhibition above about 12%;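 also: 0% = vehicle wells of infected cells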
# OPRM1-OPRD1 ag = OPRM1-OPRD1 heterodimerization agonism. activation, % at 9.3 µM. P35372+P41143. actives 0.3% (n = 340,000). cells, luminescence; in the data active = activation above about 18%;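 also: 0% = vehicle-treated cells and 100% = reference agonist; values of inactives mirror those of a sister screen read the other way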
# Ecoli viability = reduces bacterial viability in AddAB counter-screen | AID 449728 | actives 0.27% (n = 330,000) | E. coli V3065 growth, OD600 absorbance, 18 h | inhibition, % at 11.9 µM;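 active = inhibition above the campaign's mean inhibition across all tested compounds plus 3 SD, cut at about 9.9% in these data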;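 also: uninfected addAB+ strain grown without phage in ampicillin broth; 0% = DMSO wells and 100% = ciprofloxacin 0.95 µg/ml wells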
# Tat transport = blocks Tat-dependent protein export in E. coli; inhibition, % at 10 µM; AID 488895; E. coli MC4100 TorA-mCherry Tat export, fluorescence; actives 0.036% (n = 340,000);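 active = mean replicate inhibition at least 50% and at least half of replicates individually reaching 50%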;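 also: exported cargo escapes ClpAP degradation while cytoplasmic cargo is degraded and loses fluorescence; 0% = median of neutral control wells and 100% = median of NaSCN control wells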
# phage Ecoli inh = E. coli growth loss with phage present; growth absorbance; actives 0.26% (n = 360,000); inhibition, % at 11.9 µM; in the data active = inhibition above about 11%
# PKA-R2B act = activators of human PKA-R2B complex | P22694+P31323 | PKA-R2B holoenzyme dissociation, Cy5-IP20 fluorescence polarization; R2B truncated from residue 108, S112A mutant; 0% DMSO only, 100% 113 µM cGMP | activation, % at 11.4 µM | actives 0.079% (n = 340,000);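 active = activation above a cutoff set at the mean over all compounds plus 3 SD, cut at about 18% in these data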;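 also: higher means more holoenzyme dissociation and a rise in polarization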
# Target sequence (P31323 whole entry, looked up, other chains not shown, the tested form may be a part): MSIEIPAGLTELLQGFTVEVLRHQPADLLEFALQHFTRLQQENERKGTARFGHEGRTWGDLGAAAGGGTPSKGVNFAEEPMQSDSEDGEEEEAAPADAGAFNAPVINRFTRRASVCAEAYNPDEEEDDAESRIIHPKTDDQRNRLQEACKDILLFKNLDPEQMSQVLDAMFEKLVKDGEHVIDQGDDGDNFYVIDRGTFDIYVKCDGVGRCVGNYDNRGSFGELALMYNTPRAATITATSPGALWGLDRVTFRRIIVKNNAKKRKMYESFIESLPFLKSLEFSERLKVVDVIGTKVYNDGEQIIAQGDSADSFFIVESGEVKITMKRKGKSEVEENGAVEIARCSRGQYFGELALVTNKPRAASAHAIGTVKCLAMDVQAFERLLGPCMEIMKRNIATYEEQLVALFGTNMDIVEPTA
# PfHsp90 set2 = reduces growth (ATP signal) of yeast expressing P. falciparum Hsp90. S. cerevisiae expressing PfHsp90, BacTiter-Glo ATP, 48 h; yeast lacking PDR1 and PDR3 efflux regulators. inhibition, % at 9.4 µM. AID 504621. actives 0.32% (n = 310,000);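 active = every replicate shows inhibition above about 80%, whatever the replicate mean, limit read from the data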;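 also: 0% = DMSO neutral controls and 100% = 20 µM radicicol positive controls; yeast relying on Plasmodium falciparum Hsp90 in place of its own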
# SUMO Mot1 rescue = inhibitors of SUMOylation pathway: yeast Mot1-301 growth rescue. growth rescue, % at 18.8 µM. actives 1% (n = 320,000). AID 2716. S. cerevisiae Mot1-301 growth rescue, ATP luminescence, 38.5C; percent above DMSO median, 100 means doubled;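 active = every valid replicate shows activation above 250% relative to neutral control wells; inactive = the rest, any valid replicate at or below 250%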;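 also: OY570 slx delta 5 strain wells were the positive control but not used for scaling; some compounds called inactive have numbers as strong as hits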
# PKA-R1A activ = activators of PKA-R1A complex | P00514+P68181 | PKA-R1A dissociation, Cy5-IP20 fluorescence polarization; scaled: DMSO 0%, 113 µM cGMP 100% | activation, % at 11.4 µM | actives 0.083% (n = 340,000);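 active = percent activation above the mean of all tested compounds plus 3 SD, cut at about 19% in these data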;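 also: higher means more PKAc released from R1A so a rise in polarization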
# MOR-DOR inv ag = inverse agonists of human mu-delta opioid receptor heterodimerization; P35372+P41143; cell-based MOR-DOR heterodimer luminescence, inverse agonism; inhibition, % at 9.3 µM; actives 0.21% (n = 340,000); in the data active = inhibition above about 22%, passing the limit was not always enough;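 also: 0% = cells with DMSO and 100% = wells without cells with DMSO; values of inactives mirror those of a sister screen read the other way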
# HTR5A inv ctr = HTR5A inverse agonism, opioid heterodimer counter-screen; P47898; HTR5A cell line, luminescence; inhibition, % at 9.3 µM; actives 0.083% (n = 340,000); AID 504634; in the data active = inhibition mostly above about 23%, no sharp cut-off; inactive = mostly below about 18%;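 also: 0% = cells with DMSO and 100% = no-cell wells with DMSO; some compounds called inactive have numbers as strong as hits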
# Target sequence (P47898 whole entry, looked up): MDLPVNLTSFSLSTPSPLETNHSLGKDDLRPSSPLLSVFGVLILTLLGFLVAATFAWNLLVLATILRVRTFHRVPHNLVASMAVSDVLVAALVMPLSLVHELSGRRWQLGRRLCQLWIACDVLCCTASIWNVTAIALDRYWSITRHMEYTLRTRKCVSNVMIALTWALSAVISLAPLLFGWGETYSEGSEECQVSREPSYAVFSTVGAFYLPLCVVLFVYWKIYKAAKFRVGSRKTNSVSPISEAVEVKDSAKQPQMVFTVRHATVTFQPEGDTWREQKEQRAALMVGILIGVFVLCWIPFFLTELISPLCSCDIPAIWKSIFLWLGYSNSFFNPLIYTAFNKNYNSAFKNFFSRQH
# * = called active by the depositor; i = inactive; · = no result given; & = joins results of further samples.
SMILES,AddAB inh,OPRM1-OPRD1 ag,Ecoli viability,Tat transport,phage Ecoli inh,PKA-R2B act,PfHsp90 set2,SUMO Mot1 rescue,PKA-R1A activ,MOR-DOR inv ag,HTR5A inv ctr
O=C(Nc1cnn(Cc2ccc(F)cc2)c1)c1cc(-c2cccs2)on1,0.0,3.9,1.1,3.0,·,6.5,-22.2,6.7,-2.0,-21.0,-3.6
CCC(NC(=S)NCc1ccccc1)C(=O)O (stereo not given),-1.9,-1.3,-1.9,-2.6,2.8,3.2,7.9,3.4,-0.5,7.7,-2.8
COc1ccc(Br)cc1S(=O)(=O)n1ccnc1C,-0.4,-2.8,-1.2,0.8,-0.8,-17.3,7.5,4.4,1.4,15.0,0.1
CCOc1c2ccc(C(=O)NCc3ccc4c(c3)OCO4)cc2nn1C,-0.1,-1.9,-0.2,-8.6,0.0,-6.9,2.0,-12.3,-3.6,10.9,-3.6
Cc1n[nH]c(C)c1S(=O)(=O)N1CCCC(C(=O)NC2CCCc3ccccc32)C1 (stereo not given),2.6,1.9,0.4,-11.8,1.4,-1.1,-5.0,-10.4,-1.6,-10.4,8.2
COc1ccc(/C=N/NC(=O)c2nn(-c3ccccc3)c(=O)c3c(N)scc23)cc1,3.1,1.6,-1.1,-5.1,1.3,-19.0,-7.0,6.4,-9.7,-7.8,35.4
Cc1cccc(C)c1NC(=S)N1CCCN(Cc2ccc(F)cc2)C1,3.0,-0.3,4.1,2.8,2.5,6.1,33.5,2.9,-0.3,1.4,-12.1
CCc1ccccc1OCC(=O)Nc1cccc(S(=O)(=O)NC2=NCCC2)c1,0.6,-0.1,1.8,4.4,2.4,-5.1,·,·,-2.9,0.5,-12.7
CN1OC[C@@H]2CN(C(=O)CCc3ccccc3)[C@H](c3cccc(Oc4ccccc4)c3)C[C@@H]21,·,-0.9,·,3.1,-0.6,-2.0,-3.6,·,6.5,4.1,2.8
COc1cccc(N/N=C(\C#N)S(=O)(=O)C(C)(C)C)c1,3.0,·,4.8,-7.5,3.3,·,5.0,186.4,·,·,·
COc1ccccc1N1CC(C(=O)Nc2ccc(N3CCOCC3)cc2)CC1=O (stereo not given),0.8,-4.1,0.8,1.5,-0.2,-8.5,12.8,-22.4,-3.0,16.1,0.4
COCCn1c(SCC(=O)NC2CCCC2)nnc1-c1ccco1,2.6,-0.3,-0.6,3.1,0.1,-3.9,-10.9,8.3,11.3,1.7,-0.7
CN(C(=O)Cn1nnc2ccccc2c1=O)C1CCCCC1,2.4,1.9,0.6,-9.4,3.3,-13.0,5.4,2.7,-13.8,-13.9,13.9
COc1ccc(CNC(=O)CCCc2ccccc2)cc1,1.3,-0.6,1.8,-8.5,3.9,-0.3,5.8,25.8,4.9,3.5,-0.7
CC1(C)Cc2c(sc3c2c(=N)n(Cc2ccco2)c(=O)n3CC(=O)Nc2cccc(Cl)c2)CO1,-1.2,-0.6,-2.7,-7.4,-1.6,-6.8,-39.7,0.0,-2.6,2.6,-12.7
CCn1ccc(C(=O)NCCCN2CCCC2=O)n1,-1.8,-2.4,1.3,3.0,1.2,-0.9,2.2,-18.7,-2.6,12.9,-19.1
O=C(COc1ccc(F)cc1F)Nc1cccnc1,0.1,-1.7,3.3,-6.1,2.1,3.8,-9.5,-10.3,-5.8,8.6,-6.2
CCCCn1nc2cc(C(=O)NCc3ccco3)ccc2c1OCC,0.6,-0.6,-0.3,-3.5,0.5,-11.1,12.6,-7.8,-1.1,3.5,-10.0
CS(=O)(=O)N1N=C(c2cccs2)CC1c1ccccc1F (stereo not given),3.1,-3.1,0.4,-1.9,3.4,-11.4,-25.9,-9.6,-2.2,16.1,11.3
O=C(NC1CCC(C(=O)O)CC1)OCc1ccccc1 (stereo not given),0.5&2.6,-4.7&-1.7,1.6&0.7,-7.8&-6.2,4.0&-0.1&4.4,-7.6&0.5&-1.5,12.1&-4.5,-0.1&-26.4,-2.2&-3.7&-4.2,21.1&10.2,-16.6&13.1
CCOC(=O)c1c(C)n(C)c2cc(-c3cccc(C(F)(F)F)c3)c(O)cc12,0.6,1.0,1.1,-1.7,3.5,-7.3,-23.5,1.5,-6.2,-6.1,2.6
COc1ccc(-c2ccc3c(c2)C2CC3CCN2C(=O)C2CCCCC2)cc1 (stereo not given),·,0.8,·,9.7,2.9,8.1,5.0,·,-7.9,-3.8,19.8
CCOc1ccc(S(=O)(=O)NCCCN2CCCC2=O)cc1,2.6,-2.4,0.7,4.5,7.5,8.1,4.2,4.4,1.3,12.5,8.7
COc1ccc(C(=O)NCCc2ccccc2)cc1OC,-0.7,-2.5,0.6,-5.9,0.5,11.2,1.3,52.0,-9.0,11.5,11.3
O=C(c1ccc(S(=O)(=O)N2CCOCC2)cc1)N(c1ccccc1)C1C=CS(=O)(=O)C1 (stereo not given),1.1,1.3,-1.3,4.0,·,1.6,21.6,96.4,3.6,-8.3,7.1
CSCCC(NC(=O)/C(=C\c1ccc(Cl)cc1)NC(=O)c1ccccc1)C(=O)O (stereo not given),2.2,0.2,-0.7,-5.5,3.5,3.7,25.5,-12.5,0.3,-1.2,4.4
O=C(Nc1cccc(S(=O)(=O)N2CCCCC2)c1)C1CCC1,1.9,0.5,0.7,2.9,2.4,-5.9,41.4,7.0,4.0,-3.4,-14.3
CC(=O)N(Cc1ccc(F)cc1)Cc1nc2ccccc2c(=O)[nH]1,0.0,-3.5,0.5,-2.6,2.9,0.4,-25.7,13.3,12.8,17.7,6.8
O=C1CN=C(Nc2ccccc2Cl)N1Cc1ccc2c(c1)OCO2,-0.9,0.7,-0.2,-3.5,1.7,-0.8,-3.2,277.8,-2.1,-3.6,-10.0
CCOC(=O)c1cnc2ccc(C)cn2c1=O,1.2,0.7,-0.4,-2.4,2.3,-13.4,1.8,-1.4,4.5,-3.5,-13.8
CCN1C(=O)N(CC)C2NC(=S)NC21 (stereo not given),4.9,-1.2,-1.5,-2.9,1.3,-6.5,5.0,-0.4,-4.2,5.0,7.8
Cc1cc(C(=O)C(C)OC(=O)c2cnccn2)c(C)n1-c1ccccc1 (stereo not given),-0.2,-1.1,-0.1,-2.2,1.5,-6.3,-8.1,-10.5,-2.1,5.7,-7.8
COc1cccc(CNC(=O)CSCC(=O)Nc2ccc(C)cc2)c1,0.9,-3.5,-0.3,5.1,2.5,6.7,-11.1,5.9,-1.5,17.0,-10.3
COc1cccc(NC(=O)C(NCC(C)(C)CN(C)C)c2ccccc2)c1 (stereo not given),0.5,0.0,-1.6,0.8,-4.1,-8.8,4.1,-3.9,-6.0,0.1,-0.8
Cc1nc(SCCCSc2n[nH]c(C)n2)n[nH]1,2.5,-1.0,3.0,7.8,2.2,-5.2,-7.3,10.2,-3.7,5.7,8.9
CC(C)n1nnnc1-c1cc(Cl)cc(Cl)c1,-0.8,1.6,-1.7,1.8,-0.2,0.4,·,-16.2,12.5,-8.8,20.2
CCC(C)(C)NC(=O)C(c1ccc(O)cc1)N(C(=O)Cn1nnc2ccccc21)c1ccc(NC(C)=O)cc1 (stereo not given),-2.3,-0.5,-0.5,-0.2,5.7,-0.7,9.9,15.0,-2.2,2.5,-9.5
COc1ccc(-c2nn(-c3ccccc3C)cc2CNC(C)c2cn(C)nc2C)cc1F (stereo not given),-1.4,163.1*,0.2,2.7,3.5,0.9,-16.8,-2.1,-6.7,i,19.8
CC(=O)N1CCc2cc(S(=O)(=O)NC(CC(C)C)C(=O)Nc3cc(C(=O)O)ccc3C)ccc21 (stereo not given),1.9,-0.7,-0.8,3.2,1.9,4.0,1.5,-4.6,3.9,4.2,4.9
CC(C)c1ccc(NC(=O)C2C3C=CC(CC3)C2C(=O)O)cc1 (stereo not given),-0.9,-2.4,-2.5,-2.1,1.0,1.8,-1.9,11.0,1.4,12.2,-6.3
CC(C)OC(=O)CCCN1C(=O)c2ccc(N)cc2C1=O,3.8,-2.5,-2.6,-6.4,2.2,-7.7,-14.5,-26.5,-11.6,11.6,-2.8
COc1cccc(-n2c(SCC(=O)N3CCc4ccccc43)nnc2-c2c[nH]c3ccccc23)c1,-1.0,-0.4,-0.2,-8.5,1.2,-5.2,-11.4,14.4,-3.6,2.1,-14.9
OC(COc1ccccc1)Cn1cc(Br)cn1 (stereo not given),0.4,-0.6,-0.5,-1.6,0.2,-0.5,20.0,49.1,11.1,3.4,5.0
Cc1nn(-c2ccccc2)c2c1C1(C(=O)N(C)c3ccccc31)N(c1ccccc1)C(=O)N2 (stereo not given),0.9,-2.7,0.4,-1.5,4.3,-2.3,7.8,-8.0,-2.4,16.6,-34.1
CCc1ccc([C@@H]2CC=C(C(=O)O)[C@H](c3ccccc3F)N2S(=O)(=O)c2ccc(C)cc2)cc1,1.8,-2.2,-3.5,1.8,3.0,-11.8,-16.6,302.3*,4.5,11.8,-7.6
CC(=O)c1cccc(NC(=O)C(C)N2CCc3ccccc3C2)c1 (stereo not given),2.5,0.5,1.0,-0.7,0.5,-3.8,-10.3,2.6,-4.7,-2.8,-10.5
CCn1nnnc1NCc1c(OC)ccc2ccccc12,0.1,-2.0,-0.8,8.6,0.9,-3.4,17.9,323.0,-8.1,10.2,-3.0
Cc1csc(NC(=O)CN(C)S(=O)(=O)c2cccc3cccnc23)n1,3.4,-4.4,0.6,0.2,3.0,-9.5,-4.3,-12.8,13.2,22.3,-4.0

# As a working copy, three of the compounds above:
SMILES,AddAB inh,OPRM1-OPRD1 ag,Ecoli viability,Tat transport,phage Ecoli inh,PKA-R2B act,PfHsp90 set2,SUMO Mot1 rescue,PKA-R1A activ,MOR-DOR inv ag,HTR5A inv ctr
CC(=O)c1cccc(NC(=O)C(C)N2CCc3ccccc3C2)c1 (stereo not given),2.5,0.5,1.0,-0.7,0.5,-3.8,-10.3,2.6,-4.7,-2.8,-10.5
CCn1nnnc1NCc1c(OC)ccc2ccccc12,0.1,-2.0,-0.8,8.6,0.9,-3.4,17.9,323.0,-8.1,10.2,-3.0
Cc1csc(NC(=O)CN(C)S(=O)(=O)c2cccc3cccnc23)n1,3.4,-4.4,0.6,0.2,3.0,-9.5,-4.3,-12.8,13.2,22.3,-4.0

# Remaining list, next part.
SMILES,AddAB inh,OPRM1-OPRD1 ag,Ecoli viability,Tat transport,phage Ecoli inh,PKA-R2B act,PfHsp90 set2,SUMO Mot1 rescue,PKA-R1A activ,MOR-DOR inv ag,HTR5A inv ctr
O=C(NCc1cccc(Cl)c1)c1cccc(OC2CCN(C(=O)C3CC3)CC2)c1,-0.3,1.1,-1.0,1.2,2.4,3.6,-19.6,-9.2,-6.0,-4.4,-2.5
COc1ccc(NC(=O)C2CCN(C(=O)Nc3ccccc3)CC2)cc1S(=O)(=O)N(C)C,4.8,-2.9,-2.9,3.1,-1.5,-12.5,-1.0,-4.1,-1.0,10.8,1.1
COc1ccccc1Nc1nc(-c2ccccc2)nc2ccccc12,1.0,0.3,-0.1,-12.5,3.8,4.8,-54.4,9.1,-1.5,-2.1,-0.5
NC1=NC(=O)/C(=C/c2c(OS(=O)(=O)c3ccc(Cl)cc3)ccc3ccccc23)S1,4.8,6.3,-0.8,-0.3,3.7,-1.1,11.2,0.2,1.0,-37.7,5.2

# Source: PubChem (several laboratories)

# Not a hit list. About 2.2% of those tested had a hit in this group.
